L3MBTL1 block – inhibitors of human L3MBTL1; actives 0.66% (n = 230,000); Q9Y468; AlphaScreen L3MBTL1–H3K9me1 peptide binding; Potency, µM (series often up to 57.1 µM), for inactives: top-dose activity, negative = inhibition, usual class: inhibitors; also: nearly all actives have a fitted effect of over 60% in size
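L3MBTL1 (50 nM) pre-complexed 30 min with biotinylated H3(1-15)K9me1 peptide (75 nM), then compounds added for 30 min at room temperature; AlphaScreen streptavidin donor/nickel chelate acceptor beads (10 ug/mL final) read after 30 min dark incubation.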
aGlu spleen mod – inhibits or activates alpha-glucosidase in human spleen homogenate; P10253; human spleen homogenate, 4-MU-alpha-glucoside fluorescence; Potency, µM (doses to about 79.9 µM), for inactives: at the top dose activity change, negative = inhibition, usual class: inhibitors; actives 0.006% (n = 240,000); AID 2112;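 also: 0% = enzyme with vehicle and -100% = no enzyme basal signal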
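Human spleen homogenate (1 ug) incubated with compounds and 1 mM 4-methylumbelliferyl-alpha-D-glucopyranoside in pH 5.0 citrate/phosphate buffer, 37 C, 40 min. Stopped at pH 10; 4-MU fluorescence (Ex 365/Em 440 nm); AC50 by Hill fit.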
RECQ1 helicase – inhibitors of human RECQ1 DNA helicase | Potency, µM (doses to about 57.3 µM), for inactives: at the highest dose activity, negative = inhibition, usual class: inhibitors | P46063 | actives 0.54% (n = 240,000) | RECQ1 DNA unwinding, red fluorescence kinetic read;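 also: plate controls were vehicle for no effect and no enzyme for full effect; nearly all actives have a fitted effect of over 30% in size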
Target sequence (P46063 whole entry, looked up): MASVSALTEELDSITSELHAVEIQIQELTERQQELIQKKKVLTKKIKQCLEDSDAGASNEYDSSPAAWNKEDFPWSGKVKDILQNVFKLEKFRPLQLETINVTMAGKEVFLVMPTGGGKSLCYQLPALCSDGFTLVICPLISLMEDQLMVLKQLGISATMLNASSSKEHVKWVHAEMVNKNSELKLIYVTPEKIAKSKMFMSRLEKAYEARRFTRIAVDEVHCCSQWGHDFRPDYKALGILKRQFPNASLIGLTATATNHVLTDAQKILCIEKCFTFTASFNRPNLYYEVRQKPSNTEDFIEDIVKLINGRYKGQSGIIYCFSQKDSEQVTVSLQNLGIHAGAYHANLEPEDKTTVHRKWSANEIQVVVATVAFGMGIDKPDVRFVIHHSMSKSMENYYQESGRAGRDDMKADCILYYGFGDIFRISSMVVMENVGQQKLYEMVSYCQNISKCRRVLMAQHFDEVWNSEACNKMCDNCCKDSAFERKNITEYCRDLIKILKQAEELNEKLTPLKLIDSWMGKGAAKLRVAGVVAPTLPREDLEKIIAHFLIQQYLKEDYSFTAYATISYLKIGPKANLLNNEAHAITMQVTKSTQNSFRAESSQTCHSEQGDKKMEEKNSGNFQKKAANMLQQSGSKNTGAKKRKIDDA
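50 nM RECQ1T1 preincubated 15 min with compound in Tris pH 8.0 buffer with MgCl2, DTT, Tween-20 and 2.5 ug/ml poly(dI-dC); started with 200 nM TAMRA/BHQ-2 forked duplex and 2 mM ATP. Unwinding read as fluorescence (525/598 nm), two reads 2 h apart.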
GAA inhib – alpha-glucosidase (human) inhibition; P10253; purified human GAA, 4-MU-alpha-glucoside fluorescence; Potency, µM (highest dose often 76.9 µM), for the others: at the top dose activity change, negative = inhibition, hits mostly inhibitors; actives 0.005% (n = 200,000); AID 1466;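 also: plate controls were uninhibited enzyme wells for no effect and no-enzyme background for full effect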
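Compounds are titrated up to 77 uM against 4 nM human enzyme. Substrate 4-methylumbelliferyl-alpha-D-pyranoside (400 uM) reacts 20 min at room temperature in pH 5.0 buffer; liberated 4-methylumbelliferone is read at 440 nm.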
TRb SRC2 PPI – disrupts binding of human TR beta to SRC2; P10828; TRbeta-SRC2 peptide binding, fluorescence polarization; receptor liganded with 1 µM T3; Potency, µM (series often up to 106 µM), without a hit: top-dose activity change, negative = inhibition, hits mostly inhibitors; actives 0.065% (n = 280,000); AID 1469;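 also: plate controls were bound peptide for no effect and peptide without receptor for full effect; nearly all actives have a fitted effect of over 50% in size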
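Each compound concentration gave % activity, normalized to unbound and bound Texas Red SRC2 controls, from polarization read after 5 hr ambient incubation with T3-loaded human TRb LBD.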
GAA glycogen – inhibitors or activators of human alpha-glucosidase glycogen cleavage | actives 0.38% (n = 300,000) | P10253 | Potency, µM (highest dose often 76.4 µM), for the others: at the top dose activity change, negative = inhibition, usual class: inhibitors | recombinant GAA, glycogen substrate, Amplex Red glucose oxidase fluorescence | AID 2100;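 also: 0% = full enzyme reaction and -100% = no-enzyme basal signal; the screen sought inhibitors and activators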
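Recombinant human alpha-glucosidase (4 nM final) hydrolysed bovine liver glycogen (30 ug) for 40 min at 37 C in pH 5.0 citrate/phosphate with 0.01% Tween-20. Released glucose detected by glucose oxidase/Amplex Red, Ex 573/Em 610 nm. Compounds up to 77 uM; AC50 from Hill fits.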
TR SRC2 fluor cs – Texas Red fluorescence interference in TRb-SRC2 counter-screen | TRb/SRC2 Texas Red total fluorescence interference | Potency, µM (highest dose often 106 µM), without a hit: top-dose fluorescence change, negative = quenching | actives 0.29% (n = 280,000); active = well fitted curve in either direction with a large enough effect; inconclusive = small, poorly fitted or top-dose-only effect
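Human TRβ ligand-binding domain (0.6 uM) and Texas Red SRC2 peptide (20 nM) in Tris buffer with 1 uM T3 and 5% DMSO were incubated with pinned compound for 5 hr at ambient temperature. Total fluorescence was computed as S + 2P (555/632 nm).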
GoLoco inh red – inhibitors of human Gai1-RGS12 GoLoco interaction (red fluorophore) | Potency, µM (highest dose often 61.6 µM), for inactives: at the top dose activity, negative = inhibition, hits mostly inhibitors | Gai1:RGS12 GoLoco peptide FP, rhodamine, 10 min | actives 0.44% (n = 230,000) | P63096 | AID 880; active = well fitted inhibition curve with a large enough effect, not every such curve was filed as active; inactive = no such curve, though single readings can be large or run the other way; also: nearly all actives have a fitted effect of over 30% in size; many of its hits are not listed in these tables
Target sequence (P63096 whole entry, looked up): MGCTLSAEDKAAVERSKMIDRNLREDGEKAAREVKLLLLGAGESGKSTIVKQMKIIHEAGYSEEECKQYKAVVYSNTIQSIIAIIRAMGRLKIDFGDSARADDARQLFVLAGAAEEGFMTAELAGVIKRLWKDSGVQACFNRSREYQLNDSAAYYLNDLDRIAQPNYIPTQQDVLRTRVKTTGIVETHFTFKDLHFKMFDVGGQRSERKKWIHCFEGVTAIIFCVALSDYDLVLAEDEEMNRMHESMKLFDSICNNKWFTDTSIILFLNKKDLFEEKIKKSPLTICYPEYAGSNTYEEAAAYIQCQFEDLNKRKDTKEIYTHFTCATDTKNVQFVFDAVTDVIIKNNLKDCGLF
The depositor's hits bear a star; i = inactive; ? = inconclusive; . = not tested or not shown; [ ] = another dose, or the depositor's remark. Unless noted, calls follow the shape of the dose curve; as a rule, active = well fitted curve in the direction sought with a large enough effect; inconclusive = small, poorly fitted or top-dose-only effect, or another doubt; inactive = no such curve, though single readings can be large; an effect the other way counts as inactive or inconclusive. Unless noted, % is scaled to controls: 0 for no effect and ±100 for the full control effect; potency is read from the fitted curve at half-maximal effect. Not all compounds are listed; count on the stated rates, not on these rows.

SMILES | L3MBTL1 block | aGlu spleen mod | RECQ1 helicase | GAA inhib | TRb SRC2 PPI | GAA glycogen | TR SRC2 fluor cs | GoLoco inh red
COc1ccc(/C=C2\CCCC3C2=NN(C(=O)c2scnc2C)C3c2ccc(OC)c(OC)c2)cc1OC (centres undefined) | . | 0% | 7% | -3% | -17% | -2% | 3% | -10%
COc1ccccc1C1(CC(=O)O)CCOC(C(C)C)C1 (centres undefined) | 4% | -9% | -12% | 0% | -7% | -25% | -7% | 10%
N[C@H](Cn1ccc(=O)n(Cc2ccccc2C(=O)O)c1=O)C(=O)O | . | -7% | -10% | . | -6% | . | 0% | -4%
CC(C)C[C@H](NC(=O)[C@@H]1CCCN1C(=O)[C@H](Cc1ccccc1)NC(=O)[C@H](C)NC(=O)[C@H](CCC(=O)O)NC(=O)[C@H](C)NC(=O)[C@H](CO)NC(=O)[C@H](CCC(=O)O)NC(=O)[C@H](CC(=O)O)NC(=O)[C@H](CCC(=O)O)NC(=O)[C@H](C)NC(=O)CNC(=O)[C@H](CC(N)=O)NC(=O)[C@@H]1CCCN1C(=O)[C@H](Cc1ccc(O)cc1)NC(=O)[C@@H](NC(=O)[C@H](CCCCN)NC(=O)[C@@H](NC(=O)[C@@H]1CCCN1C(=O)[C@@H](N)CCCNC(=N)N)C(C)C)C(C)C)C(=O)N[C@@H](CCC(=O)O)C(=O)N[C@@H](Cc1ccccc1)C(=O)O | . | 4% | -5% | . | 1% | . | -4% | .
Cc1ccc([N+](=O)[O-])cc1N=Cc1ccc(Br)s1 | -1% | -4% | -16% | -11%[15.4 µM] | -2% | -7% | -4% | 12%
CC1CCN(CCCNC(=O)c2ccc(CS(=O)(=O)Cc3ccccc3F)o2)CC1 | 13%[11.4 µM] | -1% | 9% | 4% | 11% | -7% | -3% | 122%[activator]
Cc1cc(Nc2cccc(F)c2)n2ncnc2n1 | 8% | -1% | -18% | -11% | 6% | -8% | -1% | -1%
O=C(O)c1cc2ccccc2c(Cc2cc3ccccc3c(C(=O)O)c2O)c1O (tested in a mixture with another compound) | . | -5%[29.1 µM] | 18%[25.9 µM] | . | 0%[53 µM] | . | -7%[53 µM] | -5%[21.6 µM]
C=CCn1c(CSCc2ccc(Cl)cc2)nnc1SCC(=O)NCc1ccccc1 | . | -16% | -17% | 2% | 3% | 2% | -2% | 1%
Cc1ccc2sc(-c3ccc(NC(=O)c4cc(-n5cnnc5)ccc4Cl)cc3)nc2c1 | -2% | -5% | i | 14% | -19% | 6% | 4% | -2%
CCCCCn1c(CN2CCN(C)CC2)nc2c1c(=O)n(C)c(=O)n2C | 11% | -12% | -6% | -1%[15.4 µM] | 1% | -7% | -5% | 8%
COc1cc([N+](=O)[O-])ccc1NC(=O)CCCOc1cc(C)ccc1C | -8% | -9% | -8% | -10% | 4% | 6% | 0% | 3%
CNC(=O)COc1ccc(-c2nn(C)c(=O)c3ccccc23)cc1 | . | 2% | i | -1% | 2% | -5% | 0% | -3%
O=C(Cc1cccs1)N1CCCC(c2nc3c(nnn3Cc3ccccc3Cl)c(=O)[nH]2)C1 (centres undefined) | . | -2% | i | -12% | -5% | -3% | -1% | -7%
COC(=O)c1ccc(NS(=O)(=O)c2ccc(SC)cc2)cc1 | 9% | 1% | -13% | ? | -4% | -3% | 0% | 3%

Filtered by structure, the compounds so far containing an aryl methoxy group
SMILES | L3MBTL1 block | aGlu spleen mod | RECQ1 helicase | GAA inhib | TRb SRC2 PPI | GAA glycogen | TR SRC2 fluor cs | GoLoco inh red
COc1ccc(/C=C2\CCCC3C2=NN(C(=O)c2scnc2C)C3c2ccc(OC)c(OC)c2)cc1OC (centres undefined) | . | 0% | 7% | -3% | -17% | -2% | 3% | -10%
COc1ccccc1C1(CC(=O)O)CCOC(C(C)C)C1 (centres undefined) | 4% | -9% | -12% | 0% | -7% | -25% | -7% | 10%
COc1cc([N+](=O)[O-])ccc1NC(=O)CCCOc1cc(C)ccc1C | -8% | -9% | -8% | -10% | 4% | 6% | 0% | 3%

Following part.
SMILES | L3MBTL1 block | aGlu spleen mod | RECQ1 helicase | GAA inhib | TRb SRC2 PPI | GAA glycogen | TR SRC2 fluor cs | GoLoco inh red
COc1ccc(S(=O)(=O)N(C)CC(=O)N2CCCC2)cc1Cl | 4% | -2% | i | -6% | 10% | -4% | -1% | 15%
COCCOCC(O)CN1CCN(c2ccc(C)cc2)CC1 (centres undefined) | -7% | 8% | 4% | 4% | -5% | -13% | -3% | -30%
CCOc1cccc(C2C(C#N)=C(N)Oc3cc(C)[nH]c(=O)c32)c1OCC (centres undefined) | -3% | 9% | -1% | . | -3% | 2% | -3% | 1%
COc1cccc(NC(=O)Nc2ccc3c(c2)nc(C)n3C)c1 | 10% | -13% | 2% | 14% | 8%[53 µM] | 13% | 0%[53 µM] | 2%
COc1ccc(C)cc1S(=O)(=O)N(C)CC(=O)N1CCC(C)CC1 | -2% | -6% | i | 8% | 1% | -1% | -2% | 0%
COc1ccccc1CNC(=O)C(C)Sc1ccc(C)cc1 (centres undefined) | 8% | -6% | i | 12% | -1%[53 µM] | 5% | -1%[53 µM] | 6%
Cc1nn(C)c(C(=O)NNC(=S)NCC(C)C)c1Cl | 2% | -3% | -5% | 2% | 3% | 9% | -1% | -4%
CSc1ccc(/C=C(/Sc2nnc(-c3ccccc3)o2)C(=O)O)cc1 | 7% | -2% | 4% | -2% | 4% | 4% | 2% | 3%
O=C1OC(c2ccccc2)=C/C1=C/N1CCCCC1 | -5% | 0% | -2% | -1% | -16% | ? | -2% | 2%
Cc1cc(C)nc(SC(C)C(=O)Nc2ccc(S(N)(=O)=O)cc2)n1 (centres undefined) | 4% | 3% | -4% | 0% | -5% | -2% | -1% | 9%
Cc1cc(NC(=O)c2cc(-c3ccccc3C)nc3ccccc23)no1 | -6% | -1% | -11% | -2% | -2% | -4% | -1% | 19%
CN(C(=O)COC(=O)CCc1c[nH]c2ccccc12)C(c1ccccc1)c1ccccc1 | -21% | -5% | 6% | ? | 1% | 6% | -1% | -1%
CCOC(=O)/C(=N\Nc1cc(Cl)ccc1Cl)N1CCN(CC)CC1 | -8% | -2% | -5% | -9% | -3% | ? | ? | 10%
Cc1cc(N=CC2=C(O)CC(C)(C)CC2=O)no1 | 5% | 0% | -6% | 2% | 6% | 4% | -4% | 4%
C[n+]1ccc(/C=N/Nc2nc(Cl)c(C#N)c(Cl)c2Cl)cc1 | -3% | -8% | -8% | -3% | 3% | 2% | -7% | 47%[activator]

Part of the list above, reformatted.
COc1ccc(C)cc1S(=O)(=O)N(C)CC(=O)N1CCC(C)CC1
  L3MBTL1 block: -2%; aGlu spleen mod: -6%; RECQ1 helicase: i; GAA inhib: 8%; TRb SRC2 PPI: 1%; GAA glycogen: -1%; TR SRC2 fluor cs: -2%; GoLoco inh red: 0%

COc1ccccc1CNC(=O)C(C)Sc1ccc(C)cc1 (centres undefined)
  L3MBTL1 block: 8%; aGlu spleen mod: -6%; RECQ1 helicase: i; GAA inhib: 12%; TRb SRC2 PPI: -1%[53 µM]; GAA glycogen: 5%; TR SRC2 fluor cs: -1%[53 µM]; GoLoco inh red: 6%

(continued)
SMILES | L3MBTL1 block | aGlu spleen mod | RECQ1 helicase | GAA inhib | TRb SRC2 PPI | GAA glycogen | TR SRC2 fluor cs | GoLoco inh red
Cc1cc(=O)oc2cc(OCC(=O)NCc3cccnc3)ccc12 | -2% | 0% | 5% | 1% | -4% | 7% | -2% | 0%
CCOc1cc(/C=C\c2[nH]c(=O)[nH]c(=O)c2[N+](=O)[O-])ccc1OC(C)CC (centres undefined) | . | -2% | -9% | -4% | -14% | 3% | -5% | -3%
C/C(=C/C(=O)NCc1ccccc1)C(=O)O | 5% | -3% | -12% | 2% | -2% | 16% | -2% | 3%
CCn1c2ccccc2c2cc(NC(=O)c3coc(=O)c(Br)c3)ccc21 | -3% | 6% | 3% | 0% | 9% | -4% | 0% | 16%
COc1cccc(C(=O)NCC(=O)N/N=C/c2cccs2)c1 | 4% | -3% | -13% | 8% | -24% | 0% | 1% | 8%
Cc1nc2ccc(Cl)cc2[nH]1 | . | -8% | -6% | . | 2% | . | -2% | 1%
O=[N+]([O-])c1cccc(/C=N/NC2=NCCCCC2)c1 | 0% | 0% | 3% | -6% | -3% | -2% | -3% | 13%
CCOC(=O)Cc1csc(NC(=O)c2cccc(OC)c2)n1 | . | -1% | -7% | -3% | 3% | 3% | -2% | 8%
CCN(C(=O)COC(=O)c1cc(S(=O)(=O)N2CCc3ccccc32)ccc1OC)C1CCS(=O)(=O)C1 (centres undefined) | 1% | -1% | i | 7% | 0% | 11% | 2% | 0%
CCCC1C(c2ccc(OC)cc2)C(C#N)(C#N)C2(C#N)CC1(N)NC2=O (centres undefined) | 8% | -11% | i | 1% | -8% | 6% | 1% | 7%
CC(/C=C/c1ccccc1)=N\NC(=S)NC(C)C | -30% | 2% | i | 6% | 3% | ? | 0% | 69%[activator]
Cc1ccc(C(C(=O)NC2CCCC2)N2CCCCC2)cc1 (centres undefined) | 6% | -3% | 2% | 7% | 0% | -1% | -2% | -3%
CCOc1ccc(CN2CCN(C(=O)c3ccccc3)CC2)cc1 | -1% | -5% | i | -7% | -3% | -4% | -3% | -9%

Compound activity from PubChem BioAssay.
